Source: PubChem BioAssay (National Center for Advancing Translational Sciences (NCATS))
D2 antagonist – HTS Assay for Allosteric Antagonists of the Human D2 Dopamine Receptor: Primary Screen for Antagonists | D(2) dopamine receptor (Homo sapiens), P14416 | HEK293 TREx D2 cells, calcium flux, dopamine EC80 | inhibition, % at 10 µM | hit rate 2% among 340,000; in the data active = inhibition above about 30%; also: 0% is about no effect
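Read-out: kinetic calcium fluorescence (1 cycle/s) in inducible HEK293 T-REx D2 cells after an EC80 dopamine addition that followed 180 s compound preincubation. Loss of the dopamine response indicates antagonism.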
D1 antagonist – Antagonist of Human D 1 Dopamine Receptor: qHTS; HEK293 TREx D1 cells, calcium flux, dopamine EC80; stronger effect = lower value; D(1A) dopamine receptor (Homo sapiens), P21728; activity change, negative = inhibition, % at 10 µM; hit rate 3.2% among 360,000; AID 504652, 2011; in the data active = activity change below about -30%; also: % is scaled to controls: 0 for no effect and ±100 for the full control effect
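Allosteric or orthosteric antagonism assessed as attenuation of the calcium response to EC80 dopamine, added 180 s after compound, in induced HEK293 Trex D1 cells loaded with no-wash calcium dye.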
TRHR enhancer – qHTS for Small Molecule Agonists and Allosteric Enhancers of Human TRH Receptor: Primary Screen for Enhancers. hit rate 0.66% among 360,000. TRHR cells, fluo-8 calcium fluorescence, EC20 TRH enhancement. Thyrotropin-releasing hormone receptor (Homo sapiens), P34981. enhancement, % at 2 µM; in the data active = enhancement above about 30%; also: 0% is about no effect
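TRHR-expressing cells loaded with fluo-8 calcium dye were read kinetically (ex 480/em 530) during compound addition, then stimulated with an EC20 of TRH (10 nM final). Enhancement of the Gq-mediated intracellular calcium response was scored.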
D1 ag – Allosteric Agonists of the Human D1 Dopamine Receptor: qHTS; D(1A) dopamine receptor (Homo sapiens), P21728; HEK293 T-REx D1 cells, calcium flux, agonist mode; activation, % at 2 µM; hit rate 1% among 360,000; also: 0% is about no effect
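Tetracycline-induced HEK293 TREx D1 cells, force-coupled to calcium signalling, were dye-loaded with a no-wash calcium kit. Compound was pin-added after a 10 s baseline. Fluorescence was read kinetically at 1 cycle/s for 180 s, with calcium rises flagged as agonism.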
D2 potentiator – HTS Assay for Positive Allosteric Modulators of the Human D2 Dopamine Receptor: Primary Screen for Potentiators | HEK293 T-REx D2, calcium flux, EC20 dopamine potentiation | potentiation, % at 10 µM | D(2) dopamine receptor (Homo sapiens), P14416 | AID 485347, 2010 | hit rate 0.34% among 340,000;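 active = potentiation over 3 SD above the plate norm, cut at about 30% in these data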; also: 0% is about no effect
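Potentiation of an EC20 dopamine calcium response measured kinetically over 180 s, after a preceding 180 s compound-only read flagging agonists. Cells: inducible Hek293 Trex D2 line, 4000/well, cultured overnight at 30 C before dye loading.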
RXFP1 antagonist – qHTS Assay for Antagonists of the Relaxin Receptor RXFP1. Relaxin receptor 1 (Homo sapiens), Q9HBX9. HEK293-RXFP1, relaxin-stimulated cAMP HTRF, 30 min; stronger effect = lower value. activity change, negative = inhibition, % at 57.5 µM. hit rate 0.59% among 350,000;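 active = activity change of -60% or lower, but not beyond a set lower limit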; also: % is scaled to controls: 0 for no effect and ±100 for the full control effect
Target sequence (Q9HBX9 whole entry, looked up): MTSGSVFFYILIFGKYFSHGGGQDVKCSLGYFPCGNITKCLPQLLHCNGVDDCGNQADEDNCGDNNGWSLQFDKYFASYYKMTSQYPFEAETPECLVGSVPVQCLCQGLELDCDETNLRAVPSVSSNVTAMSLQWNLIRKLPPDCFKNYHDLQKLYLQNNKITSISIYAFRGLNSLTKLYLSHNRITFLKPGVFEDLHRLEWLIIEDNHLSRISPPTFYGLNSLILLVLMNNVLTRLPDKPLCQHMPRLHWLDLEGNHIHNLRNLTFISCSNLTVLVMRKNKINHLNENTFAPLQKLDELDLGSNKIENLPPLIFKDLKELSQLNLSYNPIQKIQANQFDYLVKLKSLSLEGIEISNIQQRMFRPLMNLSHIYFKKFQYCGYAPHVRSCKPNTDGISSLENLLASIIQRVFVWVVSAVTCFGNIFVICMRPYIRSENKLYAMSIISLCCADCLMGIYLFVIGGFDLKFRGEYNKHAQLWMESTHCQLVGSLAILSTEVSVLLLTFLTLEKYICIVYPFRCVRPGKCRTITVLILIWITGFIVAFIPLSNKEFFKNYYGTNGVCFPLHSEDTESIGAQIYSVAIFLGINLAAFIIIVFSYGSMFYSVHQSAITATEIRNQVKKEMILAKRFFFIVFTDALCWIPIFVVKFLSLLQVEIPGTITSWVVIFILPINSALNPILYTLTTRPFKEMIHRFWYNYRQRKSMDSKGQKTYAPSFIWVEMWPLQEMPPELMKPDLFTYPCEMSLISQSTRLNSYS
D1 potentiator – Potentiators of Human D1 Dopamine Receptor: qHTS. hit rate 0.036% among 360,000. AID 504651, 2011. HEK293 TREx D1 cells, calcium flux, dopamine EC20 potentiation. potentiation, % at 10 µM. D(1A) dopamine receptor (Homo sapiens), P21728; in the data active = potentiation above about 30%; also: 0% is about no effect
TRHR agonist – qHTS for Small Molecule Agonists and Allosteric Enhancers of Human TRH Receptor: Primary Screen for Agonists | TRHR cells, calcium flux fluo-8, FDSS agonist mode | hit rate 0.18% among 360,000 | Thyrotropin-releasing hormone receptor (Homo sapiens), P34981 | activation, % at 2 µM; also: 0% is about no effect
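Fluo-8-loaded TRHR cells; 10 s baseline, compound added, kinetic Ca2+ fluorescence read 1/s, agonist mode.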
D2 agonist – HTS Assay for Allosteric Agonists of the Human D2 Dopamine Receptor: Primary Screen for Agonists; AID 485358, 2010; hit rate 0.53% among 340,000; D(2) dopamine receptor (Homo sapiens), P14416; activation, % at 2 µM; HEK293 T-REx D2 cells, calcium flux agonist mode;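 active = activation over 3 SD above normal in the single-dose calcium agonist read, cut at about 30% in these data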; also: 0% is about no effect
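Agonism scored from kinetic calcium signal (1 read/sec, 180 s) following compound pin transfer, after a 10 s baseline. Cells: HEK293 Trex line expressing inducible D2 receptor coupled to calcium, dye-loaded after overnight culture at 30 C.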
* = called active by the depositor; x = not tested or not shown; & = joins results of further samples. Rule as the data show it, unless noted: active = activation above about 30%; inactive = the rest.

| SMILES | D2 antagonist | D1 antagonist | TRHR enhancer | D1 ag | D2 potentiator | RXFP1 antagonist | D1 potentiator | TRHR agonist | D2 agonist |
| --- | --- | --- | --- | --- | --- | --- | --- | --- | --- |
| COc1ccccc1NC(=O)N1CCC(C(=O)c2ccc(F)cc2)CC1 | -15.6 | -11.7 | -0.6 | 2.5 | -6.1 | 9.8 | -6.8 | 0.3 | -1.6 |
| Cc1ccc(C)c(NC(=O)C(=O)NCCc2csc(-c3cccc(F)c3)n2)c1 | x | 2.6 | -0.1 | 1.1 | 2.0 | 9.2 | 4.5 | 0.4 | 0.3 |
| CCOc1ccc([N+](=O)[O-])c(N)c1 | -20.0 | -33.1* | 0.0 | 0.7 | 4.4 | 4.1 | -4.9 | 1.0 | 0.0 |
| CN(CC(=O)NCC1CCCO1)S(=O)(=O)c1cc(Cl)ccc1Cl (configuration not stated) | 15.1 | 0.7 | -4.5 | 2.5 | 2.9 | -4.6 | -6.6 | 0.0 | -1.6 |
| COc1ccccc1-c1noc(-c2ccc(N(C)Cc3ccccc3)c([N+](=O)[O-])c2)n1 | x | 10.5 | -2.6 | 3.7 | 9.3 | x | 0.4 | 0.1 | 0.1 |
| O=C(NCc1ccc(Cl)cc1)N1CCN(S(=O)(=O)c2ccccc2)CC1 | -0.2 | 4.4 | -5.9 | 4.5 | -9.9 | -20.0 | 6.8 | -0.3 | -0.9 |
| O=C(Nc1nnc(S(=O)(=O)N2CCCCC2)s1)c1ccc(Cl)cc1 | 14.8 | -18.3&2.7 | 0.2&-0.9 | 15.1&0.4 | -3.5&-6.0 | 4.9&-5.0 | -12.4&-2.9 | 0.0&0.6 | 1.3&-0.2 |
| C=C(C)C(=O)Nc1cccc(C2=NOC3(C2)C[C@H](C(N)=O)N(C(=O)C(c2ccccc2)c2ccccc2)C3)c1 (some centres not stated) | -15.1 | 7.3 | -5.7 | 3.0 | -5.5 | x | 4.7 | -0.2 | 0.5 |
| CCOc1ccccc1C1CC(=O)Nc2cc(C)c(C)cc21 (configuration not stated) | -3.6 | 17.6 | 0.7 | -1.0 | 6.8 | -12.5 | -5.4 | 0.1 | 2.2 |
| CCCn1c(SCC(=O)Nc2cccc(F)c2)nc(O)cc1=O | -13.0 | 13.6 | -1.9 | 4.0 | 2.2 | -15.5 | -4.3 | 0.1 | 4.2 |
| COc1cccc(CN2CCC(n3nccc3NC(=O)CCCc3ccccc3)CC2)c1 | 27.5 | -20.0 | -3.8 | 19.9 | -6.9 | -3.0 | -8.6 | 1.2 | 0.1 |
| CC(=O)c1ccc(N(C(=O)c2ccco2)C(C(=O)NC2CCCC2)c2ccc(N3CCOCC3)cc2)cc1 (configuration not stated) | -9.6 | 9.1 | -5.0 | 1.7 | -2.1 | 0.1 | 5.4 | -0.2 | -1.7 |
| CCOc1ccc(N2CC(C(=O)Nc3ccccc3OC)CC2=O)cc1 (configuration not stated) | 8.6 | 5.6 | 9.3 | 0.8 | -8.4 | 9.8 | -0.3 | -0.7 | -0.5 |
| CCC(C)NC(=O)c1nc2c(nnn2Cc2ccccc2Cl)c(=O)[nH]1 (configuration not stated) | x | -9.8 | 1.9 | 0.5 | 3.1 | -4.4 | -4.0 | -1.5 | x |
| CCCCn1c(N)c(N(CC(C)C)C(=O)c2cc(S(=O)(=O)N3CCCCC3)ccc2C)c(=O)[nH]c1=O | -13.8 | 0.5 | -6.2 | 2.3 | -0.2 | 16.5 | 2.6 | 0.4 | 0.0 |
| CC(=O)Nc1ccc(S(=O)(=O)N2CCCC2)cc1 | 3.6 | 5.5 | 1.3 | -1.0 | -1.1 | -0.3 | -3.9 | 0.1 | 1.7 |
| COc1ccc(-c2nc(C)c(CCNC(=O)c3ccc(C(F)(F)F)cc3)s2)cc1OC | x | -4.1 | 1.8 | 1.2 | -11.9 | x | -6.0 | -0.1 | 1.0 |
| c1ccc(CCC2CCCCN2Cc2nc(C3CC3)no2)cc1 (configuration not stated) | 7.8 | 4.2 | -3.5 | 0.4 | 0.4 | -9.4 | -3.5 | -2.3 | -0.5 |
| CCOc1ccc(/C=N/n2c(C)nnc2C)cc1OC | -5.6 | -12.4 | -2.4 | 1.8 | 8.1 | -4.8 | -3.5 | 0.5 | 1.5 |
| O=C(CCS(=O)(=O)c1ccccc1)NC1CCCC1 | 0.5 | -11.0 | -0.5 | 2.2 | -0.5 | -7.9 | 4.8 | 0.3 | 0.1 |
| CC(=O)Nc1ccc(S(=O)(=O)N(CCc2ccccc2)CC(=O)N/N=C/c2ccc(C(=O)O)cc2)cc1 | 10.8 | 6.5 | -5.0 | 4.8 | -14.4 | 6.3 | 3.4 | 0.4 | -0.2 |
| O=C(CNC(=O)c1ccccc1F)N/N=C/c1cn[nH]c1-c1ccccc1 | 5.6 | -3.2 | 0.3 | 4.5 | 8.1 | -9.5 | 2.7 | 0.5 | 3.9 |
| Cc1c(NC(=O)C(C)OC(=O)c2nc(Cl)ccc2Cl)c(=O)n(-c2ccccc2)n1C (configuration not stated) | -1.4 | -3.0 | -12.9 | 3.7 | 5.9 | -12.1 | -5.2 | 0.2 | -1.6 |
| O=S(=O)(c1cccc(C(F)(F)F)c1)N1CCC(c2nc3ccccc3[nH]2)CC1 | x | -22.9 | 6.4 | 0.5 | 1.7 | -9.6 | -9.0 | -0.2 | x |
| CCn1c(SCC(=O)N2CCCc3ccccc32)nc2ccccc2c1=O | 6.3 | 10.1 | -5.4 | 5.3 | 2.5 | 12.8 | 9.2 | 0.4 | -0.5 |

3 compounds out of the list above, sorted by the number in D1 potentiator, ascending.
SMILES,D1 potentiator
COc1cccc(CN2CCC(n3nccc3NC(=O)CCCc3ccccc3)CC2)c1,-8.6
CN(CC(=O)NCC1CCCO1)S(=O)(=O)c1cc(Cl)ccc1Cl (configuration not stated),-6.6
O=C(CNC(=O)c1ccccc1F)N/N=C/c1cn[nH]c1-c1ccccc1,2.7

Continued:
| SMILES | D2 antagonist | D1 antagonist | TRHR enhancer | D1 ag | D2 potentiator | RXFP1 antagonist | D1 potentiator | TRHR agonist | D2 agonist |
| --- | --- | --- | --- | --- | --- | --- | --- | --- | --- |
| COc1ccc(Cl)cc1NC(=O)CSc1cn(CC(=O)N2CCCCC2)c2ccccc12 | x | -10.9 | -4.6 | 3.9 | -4.8 | -5.2 | 0.1 | 0.6 | 0.5 |
| CCOc1ccc(NC(=O)CN2CCCC2c2cccs2)cc1S(=O)(=O)N1CCCC1 (configuration not stated) | 14.8 | -7.3 | -13.5 | 0.0 | -20.1 | -6.4 | -3.0 | -1.7 | 0.3 |
| O=C1CCC(C(=O)N2CCSCC2)CN1CCc1cccc(F)c1 (configuration not stated) | 7.7 | -5.0 | -2.4 | 0.4 | -1.7 | -4.9 | -0.5 | 0.5 | -0.1 |
| CCC(=O)N(CCC1(c2ccccc2OC)CCOC(C(C)C)C1)Cc1ccco1 (configuration not stated) | -14.3 | -12.2 | -9.2 | 6.5 | -5.8 | -33.2 | 0.6 | 0.4 | 1.3 |
| CCOc1ccc(NC(=O)CS(=O)(=O)c2cn(C)c3ccccc23)cc1 | -7.0 | 4.5 | 4.1 | -1.4 | -8.0 | 0.4 | 0.1 | -0.6 | 0.3 |
| CCOC(=O)c1[nH]c(C)c(C(=O)N2CCN(c3ccc(F)cc3)CC2)c1C | -2.3 | 1.1 | 2.3 | 4.0 | -10.5 | -28.9 | -1.3 | 1.0 | 0.5 |
| Cc1ccc(C(=O)N(CC(=O)NC2CCCC2)c2ccccc2Cl)s1 | -7.4 | -3.2 | -1.5 | 2.3 | -3.4 | -7.2 | -11.5 | -1.7 | -1.5 |
| COc1ccc(CC(=O)NNC(=O)CSc2nc(C)c(C)c(=O)[nH]2)cc1 | -5.8 | 17.5 | -0.3 | -0.5 | -13.3 | 2.0 | -2.1 | 0.2 | 0.8 |
| COc1cccc(NC(=S)NCc2ccccc2)c1 | -8.3 | -15.6 | 3.1 | 2.7 | 3.3 | -1.4 | -4.1 | 0.1 | -0.7 |
| Cc1ccc(C)c(CN2CCC(n3nccc3NC(=O)C3CCCC3)CC2)c1 | -15.6 | -1.1 | -4.7 | 3.4 | -15.2 | -5.7 | -3.1 | 0.7 | 0.3 |
| COc1ccc(OC)c2c1cc(C(=O)N[C@H](C(=O)N1CCC(C(=O)O)CC1)C(C)C)n2C | 9.7 | -6.5 | -3.3 | 0.7 | -10.0 | 21.4 | -8.3 | -0.3 | 0.2 |
| COCCNC(=O)CCn1c(=O)c2cc(OC)c(OC)cc2n(CC(=O)Nc2ccccc2OC)c1=O | x | 11.6 | -3.8 | -0.5 | 2.9 | -7.5 | -0.5 | 0.1 | x |
| COc1ccc(CNC(=O)C2CCC(CNS(=O)(=O)c3cccc4cccnc34)CC2)cc1 (configuration not stated) | x | -6.9 | -4.2 | 7.3 | x | -1.7 | -4.5 | -0.7 | x |
| O=C(c1ccco1)N1CCN(C(=O)C(c2ccccc2)c2ccccc2)CC1 | -6.0 | -18.7 | -1.1 | -0.9 | -8.5 | -14.5 | -2.6 | 0.0 | -0.8 |
| C[C@@H](NC(=O)c1coc(=O)c(Br)c1)c1ccccc1 | x | 8.6 | -3.4 | 0.6 | x | -12.4 | -3.4 | 1.4 | x |
| C=CCSc1nnc2c(n1)OC=Nc1ccccc1-2 | 21.0 | -8.0 | -7.3 | 0.5 | -7.2 | -0.6 | -7.4 | -0.3 | 5.3 |
| O=C(O)c1nnn(-c2ccc([N+](=O)[O-])cc2)c1-c1ccccc1 | 3.6 | -42.0* | -0.1 | 0.3 | -3.4 | 10.4 | -3.7 | 0.5 | -0.1 |
| Cc1nnc(NC(=O)C2COc3ccccc3O2)s1 (configuration not stated) | -5.7 | -18.2 | -2.6 | 1.7 | 7.8 | -2.8 | -0.2 | -0.1 | 0.4 |
| COc1ccc(C(=O)COC(=O)c2ccco2)cc1 | 1.1 | -4.1 | -0.4 | 4.2 | -1.7 | -5.6 | -4.5 | 0.0 | 0.1 |

Complete entries, looked up by structure:
Record of O=C(c1ccco1)N1CCN(C(=O)C(c2ccccc2)c2ccccc2)CC1 = D2 antagonist: -6.0; D1 antagonist: -18.7; TRHR enhancer: -1.1; D1 ag: -0.9; D2 potentiator: -8.5; RXFP1 antagonist: -14.5; D1 potentiator: -2.6; TRHR agonist: 0.0; D2 agonist: -0.8
Record of O=C(O)c1nnn(-c2ccc([N+](=O)[O-])cc2)c1-c1ccccc1 = D2 antagonist: 3.6; D1 antagonist: -42.0*; TRHR enhancer: -0.1; D1 ag: 0.3; D2 potentiator: -3.4; RXFP1 antagonist: 10.4; D1 potentiator: -3.7; TRHR agonist: 0.5; D2 agonist: -0.1
